CYP2C9 inh – blocks human cytochrome P450 2C9. P11712. CYP2C9 Supersomes, luciferin-H conversion, luminescence. inhibition, % at 5 µM. 96,000 compounds, 20% hits;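 active = blocking of liver enzyme CYP2C9 beyond about 50% at 5 µM, limit read from the data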; note: values of inactives mirror those of a sister screen read the other way
CYP2C9 act – increases human cytochrome P450 2C9 activity | P11712 | recombinant CYP2C9, luciferin-H conversion, luminescence; stronger effect = higher value; factor 1 = untreated enzyme, 0 = blocked | activation factor at 5 µM | 96,000 compounds, 1.4% hits;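 active = activation factor of 2 or more for CYP2C9 at a 5 µM dose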;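 note: 0 = sulfaphenazole-blocked wells and 1 = vehicle-only wells; values of inactives mirror those of a sister screen read the other way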
DAT uptake mod – human DAT dopamine uptake with cocaine, either direction. LLC-PK1 hDAT cells, [14C]-dopamine uptake with cocaine IC80; actives deviate in either direction. B-score at 10 µM. 110,000 compounds, 1.3% hits;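 active = Z score or B-score, a plate-position-corrected score, falls beyond the plate's 99.7% confidence bounds, in either direction; inactive = both scores lie inside the 99.7% bounds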;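 note: scored against the spread of the other compound wells on the same plate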
Target sequence (Q01959 whole entry, looked up): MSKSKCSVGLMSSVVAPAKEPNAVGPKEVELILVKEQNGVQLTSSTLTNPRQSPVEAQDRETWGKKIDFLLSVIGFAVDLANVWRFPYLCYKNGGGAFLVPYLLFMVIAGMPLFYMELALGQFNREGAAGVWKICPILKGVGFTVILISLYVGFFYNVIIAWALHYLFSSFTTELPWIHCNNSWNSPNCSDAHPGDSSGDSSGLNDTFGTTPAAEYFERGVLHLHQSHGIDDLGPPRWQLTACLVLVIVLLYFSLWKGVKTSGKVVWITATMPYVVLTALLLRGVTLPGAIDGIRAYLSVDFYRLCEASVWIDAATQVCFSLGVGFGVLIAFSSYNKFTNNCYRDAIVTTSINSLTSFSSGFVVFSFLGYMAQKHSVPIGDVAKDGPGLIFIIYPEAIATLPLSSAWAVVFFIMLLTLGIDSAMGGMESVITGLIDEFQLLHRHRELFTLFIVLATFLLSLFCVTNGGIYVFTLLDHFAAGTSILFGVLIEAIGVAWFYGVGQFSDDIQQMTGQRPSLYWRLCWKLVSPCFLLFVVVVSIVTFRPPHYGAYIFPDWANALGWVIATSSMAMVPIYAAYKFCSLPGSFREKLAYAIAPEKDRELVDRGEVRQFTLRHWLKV
LYP act – activators of human LYP (PTPN22) phosphatase | Q9Y2R2 | recombinant LYP, DiFMUP fluorescence; 0 = plate median, 100 = signal doubled | activation, % at 2 µM | 96,000 compounds, 0.11% hits;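 active = activation at 2 µM above a set limit, the mean plus 5 SD, cut at about 37% in these data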
PostGolgi yeast – growth inhibition of a yeast mutant, post-Golgi transport screen | AID 739 | inhibition, % at 10 µM | 98,000 compounds, 0.9% hits | post-Golgi transport phenotypic cell assay;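 note: yeast cells grown in 1536-well plates; yeast grown about 18 h at 30C before absorbance read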
E coli WT exp – growth inhibitors of E. coli BW25113 wild type | AID 710 | OD600 absorbance | 98,000 compounds, 0.15% hits | growth inhibition, % at 100 µM;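 active = growth inhibition above about 50% at one test dose, limit read from the data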;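 note: growth measured after 20 h incubation at 37 °C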
PTPN22 inh 2 – blocks human PTPN22 phosphatase activity; recombinant LYP catalytic domain, DiFMUP fluorescence; inhibition, % at 2 µM; 96,000 compounds, 0.21% hits;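 active = inhibition at 2 µM at or above a set limit, the screen mean plus 3 SD, cut at about 24% in these data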;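 note: 0% = DMSO with enzyme and 100% = enzyme fully blocked by orthovanadate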
PostGolgi ctrl – growth of the yeast control strain, post-Golgi counter-screen. inhibition, % at 10 µM. 98,000 compounds, 5% hits. efflux-deficient yeast background strain, growth absorbance A615, 16 h
Pyk2 oligo antag – blocks oligomerization of human Pyk2 in cells; Q293 cells, Pyk2 FERM NanoBiT luminescence; stronger effect = lower value; z-score (the deposit names both 25 µM and 10 µM); 99,000 compounds, 0.83% hits; AID 1347419;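 active = Z-score of -3 or lower, scaled per plate to the spread of control and sample wells; inactive = z-score above -3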;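 note: negative z-score means lost luminescence so less FERM oligomerization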
An asterisk follows results filed as active; / = no result given. Cut-off read from the data, not from the text of the source, unless noted: active = inhibition above about 30%; inactive = the rest.

SMILES	CYP2C9 inh	CYP2C9 act	DAT uptake mod	LYP act	PostGolgi yeast	E coli WT exp	PTPN22 inh 2	PostGolgi ctrl	Pyk2 oligo antag
COc1cccc(-c2nn(C)c3sc(C(=O)NCc4ccc5c(c4)OCO5)cc23)c1	87*	0.1	1.3	0	-9	-7	-1	30*	/
CCOC(=O)c1c(CSC(=N)N)n(-c2ccc(C)cc2)c2cc(Br)c(OC(C)=O)cc12	65*	0.3	1.2	0	-11	-5	3	3	-1.4
Cc1nc2ccc(S(=O)(=O)NCC(=O)N3CCCCC3)cc2s1	2	1	-0.69	-7	11	-3	4	7	2.4
COc1cc(/C=N\N=C2/SC(CC(=O)O)C(=O)N2c2ccc(O)cc2)ccc1O (centres undefined)	-5	1	0.0018	0	-1	3	4	3	0.68
CCC(=O)Nc1ccc(C(=O)N/N=C/c2ccccc2[N+](=O)[O-])cc1	-14	1.1	-0.98	-6	17	-2	8	1	-0.44
COc1ccc(OC)c(NC(=O)c2nnn(CCc3ccccc3)c2N)c1	15	0.9	-2	3	-3	-15	-6	9	/
Cn1cccc1-c1nc2ccc(NC(=O)c3ccco3)cc2[nH]1	-2	1	0.34	-2	-4	1	3	23	-0.43
COC(=O)CNC(=O)CN1c2cccc3cccc(c23)S1(=O)=O	-109	2.1*	-0.42	6	3	6	-4	1	0.69
Nc1nc(NCc2cccs2)nn1-c1ccccc1	/	/	-0.59	0	/	/	-2	/	-0.27
CCC(=O)n1nc(-c2ccco2)nc1SCc1ccccc1	64*	0.4	1.8	-1	-8	0	-3	1	0.58
Cc1ccc2oc3nc(C)c(C(=O)Nc4cccc(C(F)(F)F)c4)cc3c(=O)c2c1	88*	0.1	0.12	-28	-3	-12	31*	0	0.66
CCCCC1CCC(c2nc(-c3cccnc3)no2)CC1 (centres undefined)	-7	1.1	-0.36	/	-1	5	/	9	0.14
CC(=O)NS(=O)(=O)c1cccnc1Nc1cccc(Cl)c1	50*	0.5	-0.49	-4	-4	0	2	-10	1.4
Cc1ccccc1NC(=O)CCSc1nnnn1-c1ccccc1	/	/	1.5	-2	/	/	3	/	-1.1
Cc1ccc2c(c1)c1c(n2CC(O)Cn2c(C)nc3ccccc32)/C(=N\O)CCC1 (centres undefined)	96*	0	-0.66	5	-9	3	-5	23	-0.01
CSc1cccc(NC(=O)c2cnccn2)c1	-77	1.8	-0.19	-3	7	8	4	1	0.28
c1ccc(Cc2nn3c(C4COc5ccccc5O4)nnc3s2)cc1 (centres undefined)	55*	0.5	-0.049	-7	-5	0	2	18	-0.97
CCc1cc2c(cc(C(=O)O)n2C)s1	-3	1	0.021	-13	5	-13	13	5	1.6

A run of entries from further up:
SMILES	CYP2C9 inh	CYP2C9 act	DAT uptake mod	LYP act	PostGolgi yeast	E coli WT exp	PTPN22 inh 2	PostGolgi ctrl	Pyk2 oligo antag
Cn1cccc1-c1nc2ccc(NC(=O)c3ccco3)cc2[nH]1	-2	1	0.34	-2	-4	1	3	23	-0.43
COC(=O)CNC(=O)CN1c2cccc3cccc(c23)S1(=O)=O	-109	2.1*	-0.42	6	3	6	-4	1	0.69
Nc1nc(NCc2cccs2)nn1-c1ccccc1	/	/	-0.59	0	/	/	-2	/	-0.27
CCC(=O)n1nc(-c2ccco2)nc1SCc1ccccc1	64*	0.4	1.8	-1	-8	0	-3	1	0.58
Cc1ccc2oc3nc(C)c(C(=O)Nc4cccc(C(F)(F)F)c4)cc3c(=O)c2c1	88*	0.1	0.12	-28	-3	-12	31*	0	0.66
CCCCC1CCC(c2nc(-c3cccnc3)no2)CC1 (centres undefined)	-7	1.1	-0.36	/	-1	5	/	9	0.14
CC(=O)NS(=O)(=O)c1cccnc1Nc1cccc(Cl)c1	50*	0.5	-0.49	-4	-4	0	2	-10	1.4
Cc1ccccc1NC(=O)CCSc1nnnn1-c1ccccc1	/	/	1.5	-2	/	/	3	/	-1.1
Cc1ccc2c(c1)c1c(n2CC(O)Cn2c(C)nc3ccccc32)/C(=N\O)CCC1 (centres undefined)	96*	0	-0.66	5	-9	3	-5	23	-0.01
CSc1cccc(NC(=O)c2cnccn2)c1	-77	1.8	-0.19	-3	7	8	4	1	0.28
c1ccc(Cc2nn3c(C4COc5ccccc5O4)nnc3s2)cc1 (centres undefined)	55*	0.5	-0.049	-7	-5	0	2	18	-0.97
CCc1cc2c(cc(C(=O)O)n2C)s1	-3	1	0.021	-13	5	-13	13	5	1.6
